Source: PubChem BioAssay (National Center for Advancing Translational Sciences (NCATS))
RXFP1 antag – antagonists of human relaxin receptor RXFP1; Q9HBX9; HEK293-RXFP1, relaxin-stimulated cAMP HTRF, 30 min; stronger effect = lower value; activity change, negative = inhibition, % at 57.5 µM; 350,000 tested, 0.59% active;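 active = activity change of -60% or lower, but not beyond a set lower limit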; note: % is set by controls: 0 for no effect and ±100 for the full control effect
D1 agonist – agonists of human D1 dopamine receptor | P21728 | HEK293 T-REx D1 cells, calcium flux, agonist mode | activation, % at 2 µM | 360,000 tested, 1% active; in the data active = activation above about 30%; note: 0% is about no effect
Target sequence (P21728 whole entry, looked up): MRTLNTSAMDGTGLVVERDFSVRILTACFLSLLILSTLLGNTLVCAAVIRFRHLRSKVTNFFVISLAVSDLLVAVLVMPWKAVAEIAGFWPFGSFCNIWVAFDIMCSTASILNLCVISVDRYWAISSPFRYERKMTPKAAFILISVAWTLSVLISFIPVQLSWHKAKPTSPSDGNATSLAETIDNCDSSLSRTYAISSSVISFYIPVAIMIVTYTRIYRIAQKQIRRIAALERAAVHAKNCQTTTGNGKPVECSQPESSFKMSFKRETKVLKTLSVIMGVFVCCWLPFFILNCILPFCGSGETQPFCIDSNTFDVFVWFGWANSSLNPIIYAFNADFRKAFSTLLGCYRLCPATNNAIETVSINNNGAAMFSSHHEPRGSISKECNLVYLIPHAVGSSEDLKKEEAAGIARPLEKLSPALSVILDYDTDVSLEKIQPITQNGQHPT
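Inducible HEK293 T-REx D1 cells, force-coupled to calcium signalling, were plated at 4000 cells/well with tetracycline and held overnight at 30 C. After no-wash calcium dye loading, compound-evoked calcium rise over 180 s flagged agonists.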
TRHR PAM – allosteric enhancers of human TRH receptor. TRHR cells, fluo-8 calcium fluorescence, EC20 TRH enhancement. enhancement, % at 2 µM. 360,000 tested, 0.66% active; in the data active = enhancement above about 30%; note: 0% is about no effect
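TRHR-expressing cells loaded with fluo-8 calcium dye were read kinetically (ex 480/em 530) during compound addition, then stimulated with an EC20 of TRH (10 nM final). Enhancement of the Gq-mediated intracellular calcium response was scored.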
D2 PAM – D2 dopamine receptor (human) potentiation. P14416. 340,000 tested, 0.34% active. HEK293 T-REx D2, calcium flux, EC20 dopamine potentiation. potentiation, % at 10 µM;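 active = potentiation over 3 SD above the plate norm, cut at about 30% in these data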; note: 0% is about no effect
Target sequence (P14416 whole entry, looked up): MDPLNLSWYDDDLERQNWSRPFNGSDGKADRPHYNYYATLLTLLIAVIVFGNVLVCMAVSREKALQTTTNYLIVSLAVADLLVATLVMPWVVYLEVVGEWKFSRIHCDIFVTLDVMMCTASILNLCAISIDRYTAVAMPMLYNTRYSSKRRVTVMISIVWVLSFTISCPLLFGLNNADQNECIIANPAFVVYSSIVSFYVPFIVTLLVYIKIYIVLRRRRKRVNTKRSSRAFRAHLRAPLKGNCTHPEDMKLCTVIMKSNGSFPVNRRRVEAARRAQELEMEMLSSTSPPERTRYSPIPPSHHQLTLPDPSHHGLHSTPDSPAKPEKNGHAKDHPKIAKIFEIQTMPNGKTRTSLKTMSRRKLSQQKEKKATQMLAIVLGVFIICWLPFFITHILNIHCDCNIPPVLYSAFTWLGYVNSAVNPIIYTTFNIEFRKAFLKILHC
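Cells plated with tetracycline inducer and held overnight at 30 C; calcium dye loaded 30–90 min at room temperature; baseline taken, compound added and read 180 s; EC20 dopamine then added and read 180 s.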
D2 antagonist – antagonizes the human D2 dopamine receptor. P14416. HEK293 TREx D2 cells, calcium flux, dopamine EC80. inhibition, % at 10 µM. 340,000 tested, 2% active. AID 485344; in the data active = inhibition above about 30%; note: 0% is about no effect
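Inhibition of EC80 dopamine-driven calcium flux, recorded kinetically, defines activity here; cells are a tetracycline-induced HEK293 T-REx line expressing force-coupled D2.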
D2 ag – agonists of human D2 dopamine receptor; activation, % at 2 µM; HEK293 T-REx D2 cells, calcium flux agonist mode; P14416; 340,000 tested, 0.53% active; AID 485358;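 active = activation over 3 SD above normal in the single-dose calcium agonist read, cut at about 30% in these data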; note: 0% is about no effect
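Agonism is scored from calcium flux in a force-coupled, inducible HEK293 cell line expressing D2, read kinetically for 180 s after compound addition against dopamine controls.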
D1 potentiator – human D1 dopamine receptor positive modulation | P21728 | potentiation, % at 10 µM | 360,000 tested, 0.036% active | HEK293 TREx D1 cells, calcium flux, dopamine EC20 potentiation; in the data active = potentiation above about 30%; note: 0% is about no effect
RXFP1 ag – activates the human relaxin receptor RXFP1 | AID 2676 | HEK293T-RXFP1 cAMP TR-FRET, 30 min; response scale: percent of porcine relaxin response, buffer zero | 370,000 tested, 0.3% active | Potency, µM (top dose mostly 57.5 µM), inactives show at the highest dose activation, usual class: activators; active = well fitted activation curve with a large enough effect; note: potency is the fitted concentration of half-maximal effect; % is set by controls: 0 for no effect and ±100 for the full control effect; nearly all actives have a fitted effect of over 60% in size; many of its hits are not listed in these tables
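HEK293T cells stably expressing RXFP1 were pretreated with the PDE4 inhibitor Ro 20174, exposed to compounds for 30 min at 37C, lysed, and cAMP was read by TR-FRET. Data normalized to buffer (basal) and 29 nM porcine relaxin (100%).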
D1 antag – blocks dopamine activation of the human D1 receptor; HEK293 TREx D1 cells, calcium flux, dopamine EC80; stronger effect = lower value; AID 504652; 360,000 tested, 3.2% active; P21728; activity change, negative = inhibition, % at 10 µM; in the data active = activity change below about -30%; note: % is set by controls: 0 for no effect and ±100 for the full control effect
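Tetracycline-induced HEK293 Trex D1 cells, force-coupled to calcium, dye-loaded; compounds added and read 180 s, then EC80 dopamine added and calcium flux tracked kinetically another 180 s.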
* marks the source's active call; other numbers are inactive results; x = no result given.

Short forms – A = RXFP1 antag; B = D1 agonist; C = TRHR PAM; D = D2 PAM; E = D2 antagonist; F = D2 ag; G = D1 potentiator; H = RXFP1 ag; I = D1 antag
Cc1ccc(-c2cccc(NC(=O)C3C4C=CC(C4)C3C(=O)O)c2)o1 (stereo not drawn)
  A = x; B = 3; C = 10; D = 3; E = -8; F = 0.3; G = -4; H = 0.5%; I = 2

COc1ccc(OCCn2ccnc2C)cc1
  A = -1; B = 1; C = -4; D = 5; E = 3; F = 0.9; G = 3; H = 0.1%; I = -12

Cc1nnc(NC(=O)C2CCCC2)s1
  A = -4; B = 3; C = 16; D = -5; E = 2; F = 0.5; G = 3; H = 1.9%; I = 14

COc1cc(Cl)c(C)cc1NC(=O)[C@@H]1CCCN1C(=O)c1cccs1
  A = -2; B = 1; C = -20; D = -16; E = 16; F = -0.7; G = -1; H = 2.4%; I = 2

Cc1ccc(NC(=O)N2CCc3cc(S(=O)(=O)N4CCC(C)CC4)ccc32)cc1F
  A = 18; B = 0; C = 3; D = -8; E = x; F = x; G = -4; H = -2.2%; I = -9

COC(=O)Cn1c(=O)oc2ccc(C)cc21
  A = -7; B = 2; C = 4; D = 2; E = 2; F = 0.4; G = -3; H = -1.9%; I = -3

O=C(Nc1ccc2c(c1)OCO2)N1CCN(Cc2ccco2)CC1
  A = -13; B = 7; C = 7; D = 3; E = -17; F = 0.8; G = -1; H = 1.7%; I = 4

COc1cc(NC(=O)CSC(=S)N2CCCC2)c(OC)cc1Cl
  A = -14; B = 6; C = 0; D = 0; E = -1; F = 0.1; G = -4; H = 2.6%; I = 1

Cn1nnnc1SCCNCc1ccncc1
  A = -4; B = 2; C = 2; D = 14; E = -7; F = 1.0; G = -1; H = 1.4%; I = 9

COC(=O)C(CO)NC(=O)C(C)NC(=O)CNC(=O)OCc1ccccc1 (stereo not drawn)
  A = 7; B = 2; C = -1; D = x; E = -4; F = 0.1; G = -2; H = 0.1%; I = 4

CCOC(=O)c1sc(N/N=C/c2ccc(N(C)C)cc2)nc1C
  A = -1; B = 0; C = -9; D = 0; E = -1; F = -0.6; G = -11; H = 1.0%; I = -47*

CN(C)/C=N/c1nc2nccc(-c3ccc(F)cc3)n2n1
  A = -7; B = -1; C = 0; D = 16; E = 4; F = 2.1; G = -2; H = 18%; I = -8

CCCCc1nn2c(N)c(/C=C3\C=Nc4ccccc43)c(=O)nc2s1
  A = -4; B = 1; C = 0; D = -2; E = -25; F = 3.2; G = -2; H = 0.3%; I = -11

COc1ccc(CNC(=O)CSc2nnc3c(n2)[nH]c2ccc(F)cc23)cc1
  A = -10; B = -1; C = 4; D = x; E = -11; F = -3.0; G = -7; H = 2.7%; I = -5

Cc1ccc(CN2CCN(c3ccccc3)CC2)o1
  A = -3; B = 0; C = 0; D = -11; E = 70*; F = 49*; G = -3; H = 0.8%; I = 11

CCOc1ccc2c(c1)s/c(=N\S(=O)(=O)c1ccc(OC)cc1)n2C(F)F
  A = -1; B = 3; C = -3; D = -18; E = 19; F = 0.8; G = 3; H = 3.9%; I = 7

Clc1ccc2c(NCc3ccccn3)ccnc2c1
  A = 7; B = 9; C = -1; D = -13; E = 8; F = -0.2; G = -10; H = 6.3%; I = -6

Cc1ccccc1CSc1nc2c([nH]c3ccccc32)c(=O)n1C
  A = 16; B = 1; C = -2; D = 7; E = x; F = -0.6; G = 0; H = 3.7%; I = -8

CCS(=O)(=O)N1CCC(C(=O)NCc2cccnc2)CC1
  A = 16; B = 1; C = 1; D = -5; E = 2; F = -0.3; G = 3; H = 4.8%; I = 11

CC(=O)c1cccc(NCC(=O)Nc2cccc(S(=O)(=O)N3CCCCC3)c2)c1
  A = -1; B = -2; C = -2; D = 11; E = 2; F = -1.2; G = -5; H = 2.7%; I = -7

CN1c2ccccc2-c2nc(SCC(=O)Nc3ccccc3)ncc2S1(=O)=O
  A = 0; B = 7; C = -1; D = -6; E = x; F = 0.4; G = -2; H = -2.1%; I = -1

CCc1ccccc1Nc1cc(C(=O)NC2CCC(C)CC2)c2ccccc2n1 (stereo not drawn)
  A = -7; B = 1; C = 1; D = 24; E = x; F = -0.7; G = 0; H = 15%; I = -6

CCOc1ccccc1NC(=S)N1CCC(c2nc3ccccc3o2)CC1
  A = -1; B = 2; C = 0; D = 3; E = -14; F = -0.3; G = -8; H = 5.1%; I = -3

COc1cccc(C(=O)N2CCC(CCC(=O)Nc3cccc(C)c3)CC2)c1
  A = -3; B = 5; C = -3; D = -3; E = 14; F = -0.2; G = -3; H = 3.7%; I = -9

COc1cccc(CNC(=O)c2nnn(CC(=O)Nc3cc(C)ccc3C)c2N)c1
  A = -36; B = 2; C = -2; D = x; E = x; F = x; G = -1; H = 0.4%; I = 3

Some of these compounds in order of formula weight, rising.
Short forms – A = RXFP1 antag; B = D1 agonist; C = TRHR PAM; D = D2 PAM; E = D2 antagonist; F = D2 ag; G = D1 potentiator; H = RXFP1 ag; I = D1 antag
Cn1nnnc1SCCNCc1ccncc1
  A = -4; B = 2; C = 2; D = 14; E = -7; F = 1.0; G = -1; H = 1.4%; I = 9

Clc1ccc2c(NCc3ccccn3)ccnc2c1
  A = 7; B = 9; C = -1; D = -13; E = 8; F = -0.2; G = -10; H = 6.3%; I = -6

COc1cc(Cl)c(C)cc1NC(=O)[C@@H]1CCCN1C(=O)c1cccs1
  A = -2; B = 1; C = -20; D = -16; E = 16; F = -0.7; G = -1; H = 2.4%; I = 2

Following part:
Short forms – A = RXFP1 antag; B = D1 agonist; C = TRHR PAM; D = D2 PAM; E = D2 antagonist; F = D2 ag; G = D1 potentiator; H = RXFP1 ag; I = D1 antag
CCOC(=O)CSc1nnc(-c2ccc(OC)cc2OC)o1
  A = -8; B = 1; C = 6; D = 15; E = -2; F = -0.7; G = 5; H = 0.0%; I = 8

COc1cc(CN2CCN(c3ccccc3F)CC2)cc(OC)c1O
  A = -10; B = 2; C = -5; D = -18; E = 70*; F = 60*; G = -12; H = 0.4%; I = -29

CC(C)(C)C(=O)Nc1ccccc1C(=O)Nc1ccccn1
  A = 8; B = -2; C = 2; D = -12; E = -15; F = 0.3; G = 0; H = -0.2%; I = -5

Cc1csc(CNC(=O)c2cc(COc3c(C)cccc3C)on2)n1
  A = 1; B = 9; C = -6; D = -9; E = 7; F = 0.8; G = -4; H = 1.0%; I = -28

CCCN(CCC)CCCNC(=O)c1cnn(-c2ccc(F)cc2)c1-n1cccc1
  A = x; B = -1; C = 2; D = 6; E = x; F = -0.1; G = 4; H = 0.0%; I = 6

COc1ccc2c(CC(=O)Nc3ccc(N4CCOCC4)cc3)coc2c1
  A = 2; B = 3; C = -2; D = -2; E = 4; F = 0.2; G = -2; H = -1.8%; I = 4

Nc1ccccc1NC(=O)c1ccccc1
  A = 0; B = 0; C = -6; D = 7; E = -3; F = -0.1; G = -3; H = -3.1%; I = -6

Cc1ccc(S(=O)(=O)NCCC(=O)N2CCC(C)CC2)cc1
  A = -1; B = 0; C = -5; D = -2; E = 6; F = 0.0; G = 1; H = 2.1%; I = 5

Cc1c(C)n(C)c2ccc(C(=O)NCCCN(C)C3CCCCC3)cc12
  A = 0; B = 6; C = 10; D = 11; E = 2; F = -0.5; G = -4; H = -5.3%; I = 4

COc1cc(OC)cc(C(=O)N/N=C(\C)CC(=O)Nc2ccccn2)c1
  A = -2; B = 7; C = 5; D = 7; E = 9; F = -2.3; G = x; H = 2.6%; I = -27

Cc1ccc(NC(=O)Nc2cccn(Cc3c(F)cccc3Cl)c2=O)cc1
  A = 4; B = 0; C = 1; D = 7; E = 20; F = 0.4; G = 1; H = -1.3%; I = -10

COc1cc(CC(=O)NCCc2ccc(S(N)(=O)=O)cc2)cc(OC)c1OC
  A = -6; B = -1; C = 4; D = 9; E = 14; F = 0.6; G = -3; H = 4.4%; I = -4

O=C(Cn1c(NCCO)nc2ccccc21)c1ccc(Cl)cc1
  A = -4; B = 1; C = 7; D = -4; E = -19; F = 0.9; G = 2; H = -0.4%; I = -10

O=C(Nc1cccc(F)c1)c1cc(S(=O)(=O)NCCC2=CCCCC2)ccc1F
  A = 11; B = 12; C = -2; D = -2; E = 0; F = -1.4; G = -3; H = 0.1%; I = -13

O=[N+]([O-])c1ccc(O)c(/C=N/Nc2ccc(Cl)nn2)c1
  A = 1; B = 6; C = 5; D = 10; E = 1; F = 0.3; G = 0; H = 4.5%; I = -9

COC(=O)c1c(-c2snnc2C)n[nH]c1C
  A = -4; B = 2; C = 7; D = -7; E = -13; F = 0.7; G = -3; H = -1.4%; I = -17

CCC(=O)Nc1nc2cc(OC)ccc2s1
  A = -16; B = 0; C = -3; D = -4; E = 4; F = -0.7; G = 2; H = 1.1%; I = -1

C[C@H](NC(=O)c1nc[nH]c1C(=O)N1CCN(c2ccccc2)CC1)C(=O)OC(C)(C)C
  A = x; B = -1; C = -1; D = 1; E = 2; F = -0.5; G = 6; H = -2.8%; I = -19

CCOC(=O)N1CCc2c(sc3c2c(=O)n(-c2ccc(CC)cc2)c(=O)n3Cc2cccc(OC)c2)C1
  A = -12; B = 5; C = 2; D = -2; E = x; F = 0.5; G = -1; H = 0.7%; I = 9

Cc1ccc(C(=O)Nc2ccccc2-c2ccccc2)cc1S(=O)(=O)Nc1cccc(C)c1C
  A = -1; B = 4; C = -3; D = -3; E = -20; F = 1.6; G = 13; H = -0.8%; I = 3

COc1ccccc1N(CC(O)Cn1nc(C)cc1C)S(=O)(=O)c1ccccc1 (stereo not drawn)
  A = -6; B = 11; C = -1; D = 7; E = 14; F = 0.1; G = -2; H = 2.8%; I = -7

Cc1c(NC(=O)CSc2cccc3cccnc23)c(=O)n(-c2ccccc2)n1C
  A = -9; B = 1; C = 12; D = 13; E = -8; F = -0.2; G = -4; H = 2.4%; I = -4

Of the compounds above, 6 contain an aryl thioether with sulfur outside any ring.
Short forms – A = RXFP1 antag; B = D1 agonist; C = TRHR PAM; D = D2 PAM; E = D2 antagonist; F = D2 ag; G = D1 potentiator; H = RXFP1 ag; I = D1 antag
Cn1nnnc1SCCNCc1ccncc1
  A = -4; B = 2; C = 2; D = 14; E = -7; F = 1.0; G = -1; H = 1.4%; I = 9

COc1ccc(CNC(=O)CSc2nnc3c(n2)[nH]c2ccc(F)cc23)cc1
  A = -10; B = -1; C = 4; D = x; E = -11; F = -3.0; G = -7; H = 2.7%; I = -5

Cc1ccccc1CSc1nc2c([nH]c3ccccc32)c(=O)n1C
  A = 16; B = 1; C = -2; D = 7; E = x; F = -0.6; G = 0; H = 3.7%; I = -8

CN1c2ccccc2-c2nc(SCC(=O)Nc3ccccc3)ncc2S1(=O)=O
  A = 0; B = 7; C = -1; D = -6; E = x; F = 0.4; G = -2; H = -2.1%; I = -1

CCOC(=O)CSc1nnc(-c2ccc(OC)cc2OC)o1
  A = -8; B = 1; C = 6; D = 15; E = -2; F = -0.7; G = 5; H = 0.0%; I = 8

Cc1c(NC(=O)CSc2cccc3cccnc23)c(=O)n(-c2ccccc2)n1C
  A = -9; B = 1; C = 12; D = 13; E = -8; F = -0.2; G = -4; H = 2.4%; I = -4

Some of the compounds tested; the hit share may differ from the screen's.
